Compound activity from PubChem.
PAX8 inh HTS: lowers PAX8-driven luciferase in RMG-I cells; RMG-I TPO-luciferase reporter, SteadyGlo, 24 h; inhibition, % at 12.6 µM; hit rate 1.2% among 360,000;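 active = mean replicate inhibition at least 60% with every replicate also reaching 60%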;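 note: luciferase light reporting Pax8 driven TPO promoter activity; plate controls were median of neutral control wells for no effect and mitoxantrone controls for full effect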
FN deposition inh: fibronectin deposition inhibition. inhibition, % at 12.6 µM. hit rate 0.086% among 350,000. AH1F fibroblasts, Alexa488-fibronectin deposition fluorescence, overnight;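 active = mean inhibition across replicates of 30% or more, regardless of how many single replicates reach that level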;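 note: positive control wells lacked labelled fibronectin entirely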
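Material – AH1F fibroblast monolayer, labelled fibronectin deposition · Reagent – labelled fibronectin 24 nM · Timing – 1 h adhesion, overnight exposure · Measured by – fluorescence at 485 nm excitation, 525 nm emission · Read-out – inhibition of fibronectin deposition signal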
Cneo AK release: Cryptococcus neoformans lysis via adenylate kinase release; C. neoformans lysis, adenylate kinase release luminescence, 4 h; normalised: neutral wells 0, clomiphene wells 100; hit rate 0.2% among 360,000; lysis activity, % at 15 µM; AID 651654;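 active = mean lysis activity across replicates of at least 80%, whatever share of replicates individually reach that level; inactive = mean lysis activity below 80%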
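Signal: Adenylate kinase release luminescence | Assay system: Log-phase Cryptococcus neoformans yeast cells | Input: Cells at 5 × 10^6 per mL | Buffer or medium: Fresh YPD growth medium | Compound: Single dose | Schedule: Static 4 h at 37 °C with compound, 1 h detection | Controls: Clomiphene | Read-out: Luminescence rise reflecting yeast cell lysis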
EWS-Fli block: inhibitors of EWS/Fli oncoprotein transcriptional activity | A673 NR0B1-luciferase reporter, viability-normalised | inhibition, % at 12.6 µM | hit rate 0.67% among 350,000 | AID 651661;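 active = mean inhibition of at least 50% after viability correction, with every replicate also passing that limit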;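 note: firefly luciferase signal divided by Alamar Blue viability fluorescence both relative to DMSO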
miR-122 sensor: inhibitors of miR-122 in Huh7 cells; activation (reporter increase), % at 12.5 µM; hit rate 0.3% among 340,000; Huh7 miR-122 Renilla luciferase sensor, 48 h; neutral wells = 0, positive control = 100;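 active = mean replicate activation score at least 90 and every replicate individually at or above 90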;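 note: higher luciferase means less miR-122 activity so hits act as miR-122 inhibitors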
LGR2 inh: blocks bursicon-induced cAMP signaling via Drosophila LGR2; HEK293 LGR2, CRE-luciferase, bursicon-stimulated, 4 h; AID 720647; inhibition, % at 9.99 µM; hit rate 0.35% among 380,000;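 active = drop in luminescence signal, shown as inhibition above about 50% in the replicate tests, limit read from the data, passing the limit was not always enough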;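 note: agonist challenge used bursicon conditioned medium at about half maximal strength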
PGC1a acetyl inh: PGC1a acetylation modulation, inhibitor mode | U2OS PGC1a acetylation, AlphaScreen anti-acetyl-lysine; with virally co-expressed GCN5 acetyltransferase | inhibition, % at 15.6 µM | hit rate 0.17% among 350,000 | AID 651687;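 active = every replicate shows inhibition of at least 40%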;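 note: 0% = neutral control wells and 100% = positive control wells; some results beyond the cut were filed as inactive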
CASP6 VEID inh: caspase-6 (human) enzyme inhibition | purified caspase-6, Z-VEID-R110 cleavage fluorescence | inhibition, % at 12.5 µM | hit rate 0.53% among 350,000;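 active = mean inhibition across replicates at least about 35%, with every replicate also reaching that limit, limit read from the data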;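 note: 0% = median of neutral control wells and 100% = no fluorescence left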
Target sequence (P55212 24-179 limits assumed): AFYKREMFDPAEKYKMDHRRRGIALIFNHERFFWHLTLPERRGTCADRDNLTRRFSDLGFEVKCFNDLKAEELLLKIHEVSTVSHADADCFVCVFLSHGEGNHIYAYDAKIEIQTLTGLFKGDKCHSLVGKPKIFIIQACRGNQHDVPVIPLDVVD
Target sequence (P55212 194-293 limits assumed): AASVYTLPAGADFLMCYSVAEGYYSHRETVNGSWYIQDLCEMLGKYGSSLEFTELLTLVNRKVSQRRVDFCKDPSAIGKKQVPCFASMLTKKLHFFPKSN
Starred values were filed as active, the others as inactive; nt = not tested or not shown; [ ] = remark or other dose.

#	SMILES	PAX8 inh HTS	FN deposition inh	Cneo AK release	EWS-Fli block	miR-122 sensor	LGR2 inh	PGC1a acetyl inh	CASP6 VEID inh
1	Cc1ccc(-c2ccc3c(c2)O[C@H](CN(C)C(=O)C2CCC2)[C@@H](C)CN([C@H](C)CO)S3(=O)=O)cc1	nt	nt	-1	12	8[16.7 µM]	6	0	0
2	CC(C)NCC(O)COc1ccc(CCOCC2CC2)cc1 (configuration not stated)	-3	2	-2	-15	-6	12	0	2
3	O=C(Cc1cccs1)N(CC1CCCO1)C1(C(=O)NC2CCCC2)CCCCC1 (configuration not stated)	8	4	-1	-7	13	nt	-1	0
4	CCOC(=O)N1CCC(NC(=O)c2cc(S(=O)(=O)N3CCCC3)cn2C)CC1	nt	-1	0	nt	-5	nt	5	nt
5	Cc1ccc(S(=O)(=O)NCCCNS(=O)(=O)c2ccccc2)cc1	34	13	-1	3	24	8	-7	1
6	CCCC(=O)Nc1ccc2c(c1)C(=O)N(C)[C@@H]1CC[C@@H](CC(=O)NCCN3CCCCC3)O[C@H]1CO2	2	15	-3	-56	8[16.7 µM]	-9	1	nt
7	NC(=O)c1nc(N2CCOCC2)nc(N2CCOCC2)n1	16	4	0	nt	-12	nt	6	0
8	Cc1cc(C)c(-c2cc(C(F)(F)F)no2)c(=O)[nH]1	nt	nt	nt	2	-3	4	11	0
9	CCOc1ccc(-c2cc(NC(=O)Cn3ncc4c3-c3ccccc3OC4)on2)cc1OCC	-9	6	1	9	-5	18	-6	-2
10	C[C@@H]1CN([C@@H](C)CO)C(=O)c2cc(NS(=O)(=O)c3ccc(F)cc3)ccc2O[C@@H]1CN(C)C(=O)Nc1ccc(F)cc1	nt	nt	-1	-2	-4[16.7 µM]	12	-10	nt
11	CS(=O)(=O)c1ccc(C(=O)OCC(=O)NC2CCS(=O)(=O)C2)cc1[N+](=O)[O-] (configuration not stated)	-6	1	-1	10	-3	7	9	11
12	CC(C)c1ccc(NC(=O)c2cc3c(=O)n(C)c4ccccc4c3n2C)cc1	-2	1	-1	8	nt	30	7	0
13	CC(C)NC(=O)Nc1cccc2c1O[C@H](CN(C)C(=O)Nc1cccc3ccccc13)[C@@H](C)CN([C@@H](C)CO)C2=O	-6	nt	4	6	12[16.7 µM]	16	1	1
14	CN(CC(=O)Nc1ccccc1Br)C(=O)CNC(=O)c1ccc(Oc2ccccc2)cc1	-1	8	-17	-15	nt	-15	nt	6
15	CCN(CC)c1ccc(C=Nc2ccc(N(C)C)cc2)c(O)c1	-77	-2	nt	nt	4	nt	-7	nt
16	C=CCn1c(SCCC)nc2sc3c(c2c1=O)CCc1ccccc1-3	47	15	-1	11	nt	6	nt	-1
17	CCOc1ccc(N/C=C/C(=O)c2ccc(OC)c(OC)c2)cc1	-117	5	0	-53	5	-9	-1	-2
18	CC1CCCCC1NC(=O)COC(=O)c1cccn1C (configuration not stated)	-17	-5	1	-4	-3	10	-1	-5
19	COc1ccc(S(=O)(=O)Nc2cccc3c2O[C@H](CN(C)S(=O)(=O)c2ccccc2)[C@H](C)CN([C@@H](C)CO)C3=O)cc1	-6	nt	7	-13	2[16.7 µM]	-7	1	nt
20	COc1ccc2oc(C(=O)OCC(=O)/C(C#N)=C(\C)N)c(C)c2c1	-17	16	nt	-4	nt	-54	nt	0
21	CN1CCN(C(=O)C[C@@H]2CC[C@H]3[C@@H](COC[C@H](O)CN3C(=O)C3CCCC3)O2)CC1	10	3	-6	1	-6[16.7 µM]	18	4	1
22	COc1cccc(C(=O)Nc2ccc3c(c2)C(=O)N(C)C[C@H](OC)[C@H](C)CN(C(=O)C2CCCC2)[C@H](C)CO3)c1	-3	2	-2	14	7[16.7 µM]	6	nt	1
23	C/C(=N\NC(=O)CSCc1ccc(Cl)cc1)c1ccc2c(c1)OCCO2	16	-9	-5	nt	-4	nt	6	nt
24	Cc1ccccc1NC(=O)C1Cc2ccccc2C(=O)O1 (configuration not stated)	-13	-1	1	nt	-3	nt	5	nt
25	CCN(CC(=O)Nc1ccc(OC)cc1)C(=O)C1CCN(C(=O)c2ccc(Cl)cc2)CC1	2	1	1	1	75	3	-2	-200
26	CCn1c(=S)sc2c(=O)n(-c3ccccc3)c(SC)nc21	nt	1	3	nt	-1	16	14	nt
27	C/C=C/c1cnc2c(c1)C(=O)N([C@@H](C)CO)C[C@H](C)[C@H](CN(C)C(=O)Nc1cccc(OC)c1)O2	4	-3	-5	-11	5[16.7 µM]	0	2	2
28	CN1C(=O)CON=C1c1cccc2ccccc12	6	3	0	-1	nt	-17	nt	0
29	Nc1nc(SCC(=O)Nc2ccccc2C(F)(F)F)[nH]c(=O)c1-c1ccccc1	25	-3	nt	4	nt	22	0	-1
30	CC1CCN(C(=O)C2CCN(C(=O)c3ccc(C(C)(C)C)cc3)CC2)CC1	18	-3	2	10	-6	2	-3	2

Record cards, from the list above. Order of screens: PAX8 inh HTS | FN deposition inh | Cneo AK release | EWS-Fli block | miR-122 sensor | LGR2 inh | PGC1a acetyl inh | CASP6 VEID inh
CCN(CC(=O)Nc1ccc(OC)cc1)C(=O)C1CCN(C(=O)c2ccc(Cl)cc2)CC1 across the screens: 2 | 1 | 1 | 1 | 75 | 3 | -2 | -200
CCn1c(=S)sc2c(=O)n(-c3ccccc3)c(SC)nc21 across the screens: nt | 1 | 3 | nt | -1 | 16 | 14 | nt

More records follow:
#	SMILES	PAX8 inh HTS	FN deposition inh	Cneo AK release	EWS-Fli block	miR-122 sensor	LGR2 inh	PGC1a acetyl inh	CASP6 VEID inh
31	O=C(CN1C(=O)C(=O)N(C2CCCC2)C1=O)Nc1ccc(OC(F)F)cc1	-2	-4	1	-4	nt	7	nt	-4
32	O=S(=O)(Nc1ccncc1)c1ccc(Cl)c(Cl)c1	22	-2	2	2	nt	12	nt	-2
33	CC1CCCN(C(=O)CCCC(=O)N2CCCC(C)C2)C1 (configuration not stated)	-18	nt	-2	-2	nt	-15	nt	4
34	CSCCC(NC(=O)c1ccc([N+](=O)[O-])cc1Cl)C(=O)OCC(=O)N1CCN(C(C)=O)CC1 (configuration not stated)	1	-1	-2	-2	nt	-5	nt	-1
35	CC1(c2ccc(O)cc2)NC(=O)N(c2ccccc2)N1 (configuration not stated)	-12	-6	-1	-3	-3	-12	-4	2
36	O=C(CSc1nnc2ccccn12)Nc1ncc(Cl)cc1Cl	nt	16	2	nt	-8	-16	-1	nt
37	Cc1ccc(OCC(=O)Nc2ccc3c(c2)nc(CCN2CCC(C)CC2)n3C)cc1	20	13	3	nt	-6	14	-10	-11
38	CCN1[C@H](C(=O)N(C)C)[C@@H](CO)[C@@H]2Cn3c(ccc(-c4ccc(F)cc4)c3=O)[C@@H]21	-2	nt	-2	-4	2[16.7 µM]	-16	-6	1
39	CC(C)CNC(=O)c1cc(-c2ccc(Br)cc2)on1	nt	nt	nt	-52	-9	-55	14	2
40	COc1ccccc1OCCC(=O)Nc1cccc(S(=O)(=O)N2CCCCC2)c1	-3	14	0	nt	4	-8	-3	nt
41	COc1ccc(CCN(C)CC(O)COC(c2ccc(F)cc2)c2ccc(F)cc2)cc1OC (configuration not stated)	11	7	0	0	-3	-7	-4	-3
42	O=C(NCC1CC1)c1csc([C@@H]2O[C@H](CO)[C@H](O)[C@H](O)[C@H]2O)n1	-13	20	0	-7	3	9	10	4
43	O=C(Nc1nnc([C@H]2C[C@H](O)[C@@H](CO)O2)s1)c1ccc(Oc2ccccc2)cc1	-7	-8	-1	-19	-6	-2	-2	-2
44	CCC/C=C1/CCCOC(C(=O)NCc2cc(C)n(C)n2)(C(F)(F)F)C1 (configuration not stated)	-8	7	1	-8	-1	-4	-13	-3
45	O=C(CN1C(=O)C2C3C=CC(C3)C2C1=O)OCC(=O)c1ccccc1 (configuration not stated)	-10	-4	9	5	0	-14	nt	-1
46	CC=Cc1ccc2n(c1=O)C[C@H]1[C@H](CO)[C@@H](C(=O)Nc3nccs3)N(Cc3ccccc3F)[C@@H]21 (mixture of isomers)	-5	nt	-2	-7	-2[16.7 µM]	-5	nt	-2
47	COc1ccc(/C=C/c2nnc(NC(=O)COc3cccc(C)c3)s2)cc1	-2	1	nt	1	nt	-8	nt	0
48	C/C=C/c1ccc([C@H]2[C@H](CO)N3C(=O)CN(C(=O)NC4CCCCC4)C[C@@H]23)cc1	-4	-2	nt	4	nt	-6	-3	4
49	CCC(=O)N1CCCCN2[C@@H](CO)[C@@H](c3ccc(/C=C/c4ccccc4)cc3)[C@@H]2C1	16	nt	3	-9	2[16.7 µM]	-19	-12	2
50	C[C@@H]1CN([C@H](C)CO)S(=O)(=O)c2ccc(-c3ccncc3)cc2O[C@H]1CN(C)S(C)(=O)=O	nt	-1	0	-4	8[16.7 µM]	24	-15	4
51	C[C@H]1CN([C@@H](C)CO)C(=O)Cc2cc(NC(=O)Cc3cn(C)c4ccccc34)ccc2O[C@H]1CN(C)S(C)(=O)=O	-3	nt	1	1	-5[16.7 µM]	4	-2	2
52	CC(=O)Nc1cccc(NC(=O)C2CC3CCC2C3)c1 (configuration not stated)	nt	-1	-1	nt	1	6	1	nt
53	CCCc1cc2c(=O)c(-c3ccc4c(c3)OCCO4)coc2cc1OS(C)(=O)=O	-105	0	nt	-73	nt	-63	nt	-4
54	CN1CCN(NC(=O)COc2cccc(C(F)(F)F)c2)CC1	-33	-4	9	19	-10	-7	0	-10
55	Cc1ccc(S(=O)(=O)NCC[C@@H]2CC[C@@H](NC(=O)Nc3cccc(F)c3)[C@H](CO)O2)cc1	9	-3	4	1	nt	2	-6	-1
56	CC(=O)NCCNC(=O)c1ccc(CSc2nc3ccccc3s2)cc1	28	nt	-9	nt	3	67*	nt	2
57	C=CCNC(=O)CSCc1ccc(Br)cc1	-12	-4	nt	-2	nt	12	-7	6
58	CO[C@H]1CN(C)C(=O)c2cc(NC(=O)C3CC3)ccc2OC[C@@H](C)N(C(=O)c2ccncc2)C[C@@H]1C	7	3	2	-18	19[16.7 µM]	12	-6	3

As entered above.
COc1ccc(CCN(C)CC(O)COC(c2ccc(F)cc2)c2ccc(F)cc2)cc1OC (configuration not stated) in Cneo AK release shows 0
COc1cccc(C(=O)Nc2ccc3c(c2)C(=O)N(C)C[C@H](OC)[C@H](C)CN(C(=O)C2CCCC2)[C@H](C)CO3)c1 in LGR2 inh shows 6

3 entries from above, ordered by length of the SMILES, low to high.
#	SMILES	PAX8 inh HTS	FN deposition inh	Cneo AK release	EWS-Fli block	miR-122 sensor	LGR2 inh	PGC1a acetyl inh	CASP6 VEID inh
52	CC(=O)Nc1cccc(NC(=O)C2CC3CCC2C3)c1 (configuration not stated)	nt	-1	-1	nt	1	6	1	nt
33	CC1CCCN(C(=O)CCCC(=O)N2CCCC(C)C2)C1 (configuration not stated)	-18	nt	-2	-2	nt	-15	nt	4
56	CC(=O)NCCNC(=O)c1ccc(CSc2nc3ccccc3s2)cc1	28	nt	-9	nt	3	67*	nt	2
